RXFP1 ag = activates the human relaxin receptor RXFP1; Q9HBX9; HEK293T-RXFP1 cAMP TR-FRET, 30 min; response scale: percent of porcine relaxin response, buffer zero; Potency, µM (highest dose often 57.5 µM), without a hit: top-dose activation, actives largely listed as activators; actives 0.3% (n = 370,000); further: potency means the concentration at half of the fitted maximal effect; on the % scale 0 is the no-effect control and ±100 the full control effect; nearly all actives have a fitted effect of over 60% in size; many of its hits are not listed in these tables
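HEK293 cells stably expressing RXFP1, treated 30 min at 37C with compounds plus PDE4 inhibitor Ro 20174; cAMP measured by HTRF TR-FRET. Normalized to buffer and 29 nM porcine relaxin; EC50 by Hill fit.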
D1 antag = blocks dopamine activation of the human D1 receptor; actives 3.2% (n = 360,000); activity change, negative = inhibition, % at 10 µM; HEK293 TREx D1 cells, calcium flux, dopamine EC80; stronger effect = lower value; in the data active means activity change below about -30%; further: on the % scale 0 is the no-effect control and ±100 the full control effect
Target sequence (P21728 whole entry, looked up): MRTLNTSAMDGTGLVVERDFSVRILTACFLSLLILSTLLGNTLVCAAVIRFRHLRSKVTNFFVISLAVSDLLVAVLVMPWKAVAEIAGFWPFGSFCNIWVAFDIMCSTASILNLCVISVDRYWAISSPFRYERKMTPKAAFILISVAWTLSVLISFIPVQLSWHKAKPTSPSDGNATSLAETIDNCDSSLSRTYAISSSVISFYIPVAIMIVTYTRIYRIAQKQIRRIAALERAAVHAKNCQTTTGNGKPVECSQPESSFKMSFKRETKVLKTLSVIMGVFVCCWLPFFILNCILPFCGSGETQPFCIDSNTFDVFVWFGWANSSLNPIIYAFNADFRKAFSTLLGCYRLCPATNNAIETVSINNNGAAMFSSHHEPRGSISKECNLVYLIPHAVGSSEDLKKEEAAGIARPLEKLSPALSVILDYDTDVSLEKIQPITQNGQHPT
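Inducible Hek293 Trex D1 cells (tetracycline, overnight, 30 C). Calcium dye 30–90 min RT. Antagonist mode: EC80 dopamine added after 180 s compound read.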
D1 ag = agonists of human D1 dopamine receptor; activation, % at 2 µM; AID 504660; HEK293 T-REx D1 cells, calcium flux, agonist mode; P21728; actives 1% (n = 360,000); in the data active means activation above about 30%; further: 0% is about no effect
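Inducible HEK293 T-REx D1 cells, force-coupled to calcium signalling, were plated at 4000 cells/well with tetracycline and held overnight at 30 C. After no-wash calcium dye loading, compound-evoked calcium rise over 180 s flagged agonists.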
TRHR ag = agonists of human TRH receptor; TRHR cells, calcium flux fluo-8, FDSS agonist mode; actives 0.18% (n = 360,000); AID 493084; activation, % at 2 µM; P34981; in the data active means activation above about 30%; further: 0% is about no effect
Target sequence (P34981 whole entry, looked up): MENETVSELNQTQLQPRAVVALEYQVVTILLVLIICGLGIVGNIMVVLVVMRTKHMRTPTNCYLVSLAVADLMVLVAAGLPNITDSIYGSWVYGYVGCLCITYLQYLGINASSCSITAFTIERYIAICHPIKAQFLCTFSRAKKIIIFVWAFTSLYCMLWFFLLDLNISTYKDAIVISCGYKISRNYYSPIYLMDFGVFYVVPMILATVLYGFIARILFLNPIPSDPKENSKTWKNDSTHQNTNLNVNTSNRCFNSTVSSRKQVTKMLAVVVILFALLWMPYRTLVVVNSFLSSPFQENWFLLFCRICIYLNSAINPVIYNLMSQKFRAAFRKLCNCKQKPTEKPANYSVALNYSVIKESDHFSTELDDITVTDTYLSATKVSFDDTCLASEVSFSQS
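Agonist-mode FDSS calcium read (Ex 480/Em 530, 1 s cycles) in 1536-well TRHR cells with fluo-8 dye, after 10-cycle baseline and 23 nL compound addition; TRH at EC20 (10 nM final) added afterwards for the enhancer phase.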
TRHR enhancer = allosteric enhancers of human TRH receptor | TRHR cells, fluo-8 calcium fluorescence, EC20 TRH enhancement | enhancement, % at 2 µM | actives 0.66% (n = 360,000) | AID 493056; in the data active means enhancement above about 30%; further: 0% is about no effect
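Enhancer read-out: after compound pinning and an initial kinetic agonist-mode read, an EC20 of TRH (10 nM final) was injected and fluo-8 calcium signal (Ex 480/Em 530) followed at 1 s/cycle for 100 cycles in TRHR-expressing cells.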
D1 PAM = potentiators of human D1 dopamine receptor; P21728; HEK293 TREx D1 cells, calcium flux, dopamine EC20 potentiation; potentiation, % at 10 µM; actives 0.036% (n = 360,000); AID 504651; in the data active means potentiation above about 30%; further: 0% is about no effect
Anesthetic bind = binds horse apoferritin like a general anesthetic. apoferritin/1-aminoanthracene competitive binding, fluorescence. actives 0.074% (n = 350,000). P02791. Potency, µM (top dose mostly 77.5 µM), for inactives: at the top dose activity change, negative = displacement, hits mostly inhibitors. AID 485281; further: potency means the concentration at half of the fitted maximal effect; on the % scale 0 is the no-effect control and ±100 the full control effect; nearly all actives have a fitted effect of over 20% in size
Target sequence (P02791 2-175 limits assumed): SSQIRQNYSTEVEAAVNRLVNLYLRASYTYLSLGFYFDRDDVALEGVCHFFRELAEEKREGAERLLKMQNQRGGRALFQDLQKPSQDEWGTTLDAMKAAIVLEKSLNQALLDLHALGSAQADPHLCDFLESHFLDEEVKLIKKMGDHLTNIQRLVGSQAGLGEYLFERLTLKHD
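Read-out: endpoint 1-AMA fluorescence, excitation 380 nm and emission 535 nm, after compounds sit 10 min at room temperature with 10 uM horse-spleen apoferritin in 50% saturated 1-AMA/PBS. Values come from four-parameter Hill fits.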
D2 PAM = positive allosteric modulators of human D2 dopamine receptor; P14416; HEK293 T-REx D2, calcium flux, EC20 dopamine potentiation; potentiation, % at 10 µM; actives 0.34% (n = 340,000);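 active means potentiation over 3 SD above the plate norm, cut at about 30% in these data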; further: 0% is about no effect
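Calcium flux readout, no-wash dye, 1 read/s. Inducible HEK293 Trex D2 line, overnight 30 C. Compound alone 180 s (agonist flags), then EC20 dopamine, another 180 s to score potentiation.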
RXFP1 antag = blocks the human relaxin receptor RXFP1 | Q9HBX9 | HEK293-RXFP1, relaxin-stimulated cAMP HTRF, 30 min; stronger effect = lower value | activity change, negative = inhibition, % at 57.5 µM | actives 0.59% (n = 350,000) | AID 1259400;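 active means activity change of -60% or lower, but not beyond a set lower limit; inconclusive means change between -60% and -40%, or beyond the set limit; inactive means change above -40%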; further: on the % scale 0 is the no-effect control and ±100 the full control effect
An asterisk follows results filed as active; ? = inconclusive; . = no result given; & = joins results of further samples; [ ] = dose if it differs, or a comment. Unless noted, the call rests on the fitted dose curve; in most records, active means well fitted curve in the direction sought with a large enough effect; inconclusive means small, poorly fitted or top-dose-only effect, or another doubt; inactive means no such curve, though single readings can be large; an effect the other way counts as inactive or inconclusive.

SMILES	RXFP1 ag	D1 antag	D1 ag	TRHR ag	TRHR enhancer	D1 PAM	Anesthetic bind	D2 PAM	RXFP1 antag
CCO/C=C1/C(=O)N(C)C(=O)c2cc(OC)ccc21	0.8%	-13	1	-0.5	-2	-1	-11%	4	2
CCOc1ccc(-n2cc(-c3ccccc3)c3c(=S)nc[nH]c32)cc1	3.4%	-1	5	-0.4	-15	-3	-16%	-2	-24
O=C(NCC1CCCCC1)c1cc(S(=O)(=O)N2CCCCC2)ccc1N1CCOCC1	-0.2%	-21	2	-1.9	-9	13	-11%	1	9
Cc1cc(C)nc(N2CCCC(C(=O)Nc3ccc4c(c3)OCO4)C2)n1 (stereo unspecified)	1.4%	40	2	-0.6	3	0	-4%	20	12
COc1ccc(Cn2nnnc2C(c2ccc(N(C)C)cc2)N2CCC(C)CC2)cc1 (stereo unspecified)	-1.3%	1	8	1.6	-14	-6	-2%	-6	-9
COc1ccc(C2SCC(=O)N2c2ccc(C)cc2)cc1 (stereo unspecified)	-1.3%	4	2	-0.9	4	-5	-15%	8	-8
CC(C)(C)OC(=O)NCCC(=O)Oc1ccc2ccc(=O)oc2c1	12%	-20	0	0.4	-5	5	280%[activator]	-19	7
CC(C)O/N=C1\C(=O)N(c2ccccc2)c2ccccc21	-0.6%	-4	1	0.2	-10	-2	-15%	15	?
Cc1ccc(NC(=O)COc2ccc(-c3nn(C)c(=O)c4ccccc34)cc2)c(C)c1	2.9%	-9	4	-0.7	3	-2	-17%	0	-7
Cc1onc(-c2ccccc2)c1C(=O)OCCOc1ccc([N+](=O)[O-])cc1[N+](=O)[O-]	-1.3%	-11	9	1.6	-5	6	1%	10	1
CSc1ccc(S(=O)(=O)N2CCCC2)cc1	1.5%	-12	-1	0.5	-1	-5	-4%	-13	3
C=C(C)Cn1c(SCC(=O)c2ccc(Br)cc2)nc2sc3c(c2c1=O)CCCC3	?	4	1	-0.1	0	-3	-8%	.	.
CC(C)C(C(=O)OCC(=O)c1ccc2c(c1)NC(=O)CO2)N1C(=O)c2ccccc2C1=O (stereo unspecified)	2.3%	-8	2	-0.1	-3	2	0%	3	-10
Cc1ccc(C(=O)C2=C(O)C(=O)N(Cc3ccco3)C2c2cccc(Br)c2)o1 (stereo unspecified)	27%	0	7	-0.2	-2	1	?	6	-7
CC(=O)c1ccc(NC(=O)Cn2nc(C)cc2C)cc1	2.6%	2	3	0.4	5	2	-6%	0	-5
CCN(CC(=O)NC1CCS(=O)(=O)C1)S(=O)(=O)c1cc(C)ccc1C (stereo unspecified)	-1.8%	-55*	0	0.5	-2	-12	.	-2	-7
COc1cccc(CNC(=O)c2c3c(nc4ccccc24)C(=O)N(C2CCCCC2)C3)c1	-0.5%	13	2	-0.2	0	-6	?	10	?
COc1cccc(-c2csc(N3CCN(Cc4ccccc4)CC3)n2)c1	0.7%	0	4	0.8	7	2	-11%	-13	5
CCOc1ccc2oc(=O)cc(CN3CCN(Cc4ccc(F)cc4)CC3)c2c1	-1.4%	-13	5	0.3	-4	-3	-9%	-27	-1
Cc1ccc(CCNC(=O)C2CCN(c3nnc(-n4cccc4CNc4ccc(C)cc4)s3)CC2)cc1	4.2%	-30*	2	-0.2	8	-6	229%[activator]	13	-10
O=C(Nc1ccnn1C1CCN(Cc2cccc(OCCO)c2)CC1)C1CC1	0.6%	-12	4	0.1	1	6	-5%	5	4
COc1cc(CNCCNC(=O)c2nonc2N)ccc1OCc1ccc(Cl)nc1	1.1%	-10	8	0.4	10	-9	?	-12	-2
Cc1ccc(C(OC(=O)c2ccco2)C(=O)NC2CCCCC2)cc1 (stereo unspecified)	-0.2%	24	0	-0.4	-4	-10	-11%	0	0
CC(=O)c1cc(-c2ccccc2)n(CCC(=O)NC2CCCC2)c1C	-0.6%	-14	0	-0.2	-3	-8	0%	-7	-13
O=C(O)CSCC(=O)N1CCN(S(=O)(=O)c2ccccc2)CC1	1.8%	-21	4	0.5	4	-10	-3%	2	1
Next part:
SMILES	RXFP1 ag	D1 antag	D1 ag	TRHR ag	TRHR enhancer	D1 PAM	Anesthetic bind	D2 PAM	RXFP1 antag
O=C(CN1C(=O)CSc2ncccc21)Nc1ccccc1F	2.1%	4	2	0.1	9	9	-3%	-9	9
O=C(N/N=C/c1cccnc1)c1ccccc1	1.6%	-5	1	-0.1	-4	9	6%	0	0
COc1ccc(C2(O)C(=O)Nc3ccccc32)cc1 (stereo unspecified)	1.8%	0	3	0.1	-5	8	3%	9	3
COc1ccc(NC(=O)c2sccc2SCc2cccc(C(F)(F)F)c2)cc1	1.6%	-17	13	-0.2	1	-3	-1%	-4	0
O=C(COc1ccc(F)cc1)NCC(c1ccc(Cl)cc1)N1CCCCC1 (stereo unspecified)	-2.4%	-16	13	-1.3	6	0	65%[activator]	6	-4
Cc1nc2c(-c3ccc(F)cc3)cnn2c2c1CCC2	3.8%	1	2	-0.4	-10	3	-1%	12	-4
N#CCN1C(=O)C(=O)N(Cc2cccc(Cl)c2)C1=O	4.2%	9	13	-1.5	3	-1	1%	3	5
COc1cc(OC)c(OC)cc1CN(C)C(c1ccccc1)c1nnnn1-c1ccccc1C (stereo unspecified)	2.6%	-13	-2	0.8	-9	1	-9%	-4	5
CC(NC(=O)COC(=O)c1ccc(OCC2CCCO2)cc1)c1ccccc1Cl (stereo unspecified)	-0.4%	0	8	0.5	4	-2	.	0	-7
CCCN(CC(=O)Nc1ccccc1OC)C(C)C(=O)NC(C)CCc1ccccc1 (stereo unspecified)	-0.5%	3	0	-0.8	1	1	5%	.	-2
COc1ccc(N2CCN(C(=O)CSc3nc4[nH]ncc4c(=O)n3-c3cccc4ccccc34)CC2)cc1	-0.1%	13	2	-7.4	3	-5	-7%	5	-22
CCOC(=O)C1CCN(C(=O)COc2ccc(S(=O)(=O)N3CCOCC3)cc2C)CC1	-1.4%	3	1	-0.3	-3	-5	4%	.	-1
CCN1C(=O)C(O)(CC(=O)c2ccc(-n3cccc3)cc2)c2ccccc21 (stereo unspecified)	3.1%	24	3	0.0	-1	-1	4%	20	-17
CCc1ccc(-c2nc(CS(=O)CC(=O)NCc3cccnc3)c(C)o2)cc1 (stereo unspecified)	0.7%	21	3	-0.4	-4	4	-1%	.	-1
Cc1ccc(S(=O)(=O)N2CCN(S(=O)(=O)c3ccc(C)cc3)C2)cc1	3.9%	-6	5	0.0	-3	-1	-2%	-8	-3
CN(c1ccc(O)cc1)S(=O)(=O)c1ccc2ccccc2c1	0.2%	-14	1	-1.0	-1	-9	-6%	0	11
COc1ccc(Cl)cc1NC(=O)c1c(NCc2ccc(C)o2)sc2c1CCCCC2	1.3%	14	1	-0.1	-6	2	-2%	0	-23
Cc1ccc(-c2noc(N=O)c2NO)cc1	-0.1%	2	2	0.8	3	-9	-12%	6	-30
COc1cc(C(=O)N2CCC(O)(c3ccccc3)CC2)cc(OC)c1OC	3.3%	-6	3	-0.2	0	-5	-4%	5	9
O=C(O)c1cccc(NS(=O)(=O)c2ccc(NC(=O)c3ccco3)cc2)c1	0.7%	-2	-1	0.7	6	-2	-2%	-3	-5
CCc1c(C(=O)NCCc2cccc(C)c2)[nH]c(C)c1C(C)=O	1.6%	-10	8	-0.9	-4	-4	-7%	-4	-16
Cc1cccc(NC(=O)c2nc[nH]c2C(=O)Nc2cccc(C)c2)c1	4.2%	9	3	1.3	5	-8	-11%	1	-8
COc1ccc(-c2nc(CCl)cs2)cc1OC	4.4%	42	5	-3.0	-5	-5	-11%	2	-11
O=C(NC(=S)N1CCN(c2ccc([N+](=O)[O-])cc2)CC1)c1ccc(F)cc1	0.8%	-4	0	0.1	9	-1	9%	1	3
O=C(NCc1ccccc1Cl)c1cccn1-c1nnc(N2CCCCC2)s1	1.0%	-11	4	-0.7	0	-1	4%	0	-5
O=C(NCCNC(=O)c1ccccc1Cl)c1ccco1	3.2%	-6	5	-2.6	3	-9	-11%	20	5
CC(=C/c1ccc(C(C)C)cc1)/C=N/NC(=O)Cn1nc(C)cc1C	-0.1%	20	0	0.8	2	26	-10%	.	-15
CCOc1ccc(NC(=O)Nc2cccc(C)n2)cc1	0.9%&0.6%	-4&-9	3&0	-1.9&-0.5	-9&-1	-8&2	1%&-16%	7&-1	-7

Reformatted as a markdown table: entries from further up
| mol | RXFP1 ag | D1 antag | D1 ag | TRHR ag | TRHR enhancer | D1 PAM | Anesthetic bind | D2 PAM | RXFP1 antag |
| --- | --- | --- | --- | --- | --- | --- | --- | --- | --- |
| Cc1nc2c(-c3ccc(F)cc3)cnn2c2c1CCC2 | 3.8% | 1 | 2 | -0.4 | -10 | 3 | -1% | 12 | -4 |
| N#CCN1C(=O)C(=O)N(Cc2cccc(Cl)c2)C1=O | 4.2% | 9 | 13 | -1.5 | 3 | -1 | 1% | 3 | 5 |

Gathered by group: the compounds so far containing a Cl atom.
SMILES	RXFP1 ag	D1 antag	D1 ag	TRHR ag	TRHR enhancer	D1 PAM	Anesthetic bind	D2 PAM	RXFP1 antag
COc1cc(CNCCNC(=O)c2nonc2N)ccc1OCc1ccc(Cl)nc1	1.1%	-10	8	0.4	10	-9	?	-12	-2
O=C(COc1ccc(F)cc1)NCC(c1ccc(Cl)cc1)N1CCCCC1 (stereo unspecified)	-2.4%	-16	13	-1.3	6	0	65%[activator]	6	-4
N#CCN1C(=O)C(=O)N(Cc2cccc(Cl)c2)C1=O	4.2%	9	13	-1.5	3	-1	1%	3	5
CC(NC(=O)COC(=O)c1ccc(OCC2CCCO2)cc1)c1ccccc1Cl (stereo unspecified)	-0.4%	0	8	0.5	4	-2	.	0	-7
COc1ccc(Cl)cc1NC(=O)c1c(NCc2ccc(C)o2)sc2c1CCCCC2	1.3%	14	1	-0.1	-6	2	-2%	0	-23
COc1ccc(-c2nc(CCl)cs2)cc1OC	4.4%	42	5	-3.0	-5	-5	-11%	2	-11
O=C(NCc1ccccc1Cl)c1cccn1-c1nnc(N2CCCCC2)s1	1.0%	-11	4	-0.7	0	-1	4%	0	-5
O=C(NCCNC(=O)c1ccccc1Cl)c1ccco1	3.2%	-6	5	-2.6	3	-9	-11%	20	5

Bioassay records from PubChem BioAssay.

This is a subset; rates above refer to the full screens.
